# D1 agonist – human D1 receptor agonism; 360,000 compounds, 1% hits; activation, % at 2 µM; AID 504660; P21728; HEK293 T-REx D1 cells, calcium flux, agonist mode; in the data active = activation above about 30%; also: 0% is about no effect
# Target sequence (P21728 whole entry, looked up): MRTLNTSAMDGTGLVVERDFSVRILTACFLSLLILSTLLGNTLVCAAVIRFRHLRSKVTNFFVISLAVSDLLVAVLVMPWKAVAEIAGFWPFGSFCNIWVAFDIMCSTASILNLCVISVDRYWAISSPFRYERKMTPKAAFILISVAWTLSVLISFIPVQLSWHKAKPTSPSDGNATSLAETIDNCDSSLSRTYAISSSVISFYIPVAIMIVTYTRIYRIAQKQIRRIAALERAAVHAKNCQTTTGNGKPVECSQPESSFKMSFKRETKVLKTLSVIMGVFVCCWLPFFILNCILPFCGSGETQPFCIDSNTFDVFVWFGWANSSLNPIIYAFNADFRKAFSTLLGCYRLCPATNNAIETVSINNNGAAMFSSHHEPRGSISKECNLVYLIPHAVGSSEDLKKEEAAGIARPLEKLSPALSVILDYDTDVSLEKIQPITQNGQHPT
#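 Inducible HEK293 T-REx D1 cells, force-coupled to calcium signalling, were plated at 4000 cells/well with tetracycline and held overnight at 30 C. After no-wash calcium dye loading, compound-evoked calcium rise over 180 s flagged agonists.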
# D1 antag – blocks dopamine activation of the human D1 receptor. HEK293 TREx D1 cells, calcium flux, dopamine EC80; stronger effect = lower value. P21728. 360,000 compounds, 3.2% hits. activity change, negative = inhibition, % at 10 µM; in the data active = activity change below about -30%; also: % is scaled to controls: 0 for no effect and ±100 for the full control effect
#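 Tetracycline-induced HEK293 Trex D1 cells, force-coupled to calcium, dye-loaded; compounds added and read 180 s, then EC80 dopamine added and calcium flux tracked kinetically another 180 s.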
# TRHR enhancer – allosteric enhancers of human TRH receptor. AID 493056. enhancement, % at 2 µM. 360,000 compounds, 0.66% hits. P34981. TRHR cells, fluo-8 calcium fluorescence, EC20 TRH enhancement; in the data active = enhancement above about 30%; also: 0% is about no effect
#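 TRHR-expressing cells loaded with fluo-8 calcium dye were read kinetically (ex 480/em 530) during compound addition, then stimulated with an EC20 of TRH (10 nM final). Enhancement of the Gq-mediated intracellular calcium response was scored.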
# RXFP1 agonist – activates the human relaxin receptor RXFP1; HEK293T-RXFP1 cAMP TR-FRET, 30 min; response scale: percent of porcine relaxin response, buffer zero; Potency, µM (top dose mostly 57.5 µM), inactives show at the top dose activation, actives largely listed as activators; 370,000 compounds, 0.3% hits; active = well fitted activation curve with a large enough effect; inconclusive = small, poorly fitted or top-dose-only effect; also: potency is read from the fitted curve at half-maximal effect; % is scaled to controls: 0 for no effect and ±100 for the full control effect; nearly all actives have a fitted effect of over 60% in size; many of its hits are not listed in these tables
#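 HEK293 cells stably expressing RXFP1, treated 30 min at 37C with compounds plus PDE4 inhibitor Ro 20174; cAMP measured by HTRF TR-FRET. Normalized to buffer and 29 nM porcine relaxin; EC50 by Hill fit.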
# D1 potentiator – potentiators of human D1 dopamine receptor | AID 504651 | HEK293 TREx D1 cells, calcium flux, dopamine EC20 potentiation | P21728 | potentiation, % at 10 µM | 360,000 compounds, 0.036% hits; in the data active = potentiation above about 30%; also: 0% is about no effect
# D2 antag – antagonizes the human D2 dopamine receptor; P14416; HEK293 TREx D2 cells, calcium flux, dopamine EC80; inhibition, % at 10 µM; 340,000 compounds, 2% hits; AID 485344; in the data active = inhibition above about 30%; also: 0% is about no effect
# Target sequence (P14416 whole entry, looked up): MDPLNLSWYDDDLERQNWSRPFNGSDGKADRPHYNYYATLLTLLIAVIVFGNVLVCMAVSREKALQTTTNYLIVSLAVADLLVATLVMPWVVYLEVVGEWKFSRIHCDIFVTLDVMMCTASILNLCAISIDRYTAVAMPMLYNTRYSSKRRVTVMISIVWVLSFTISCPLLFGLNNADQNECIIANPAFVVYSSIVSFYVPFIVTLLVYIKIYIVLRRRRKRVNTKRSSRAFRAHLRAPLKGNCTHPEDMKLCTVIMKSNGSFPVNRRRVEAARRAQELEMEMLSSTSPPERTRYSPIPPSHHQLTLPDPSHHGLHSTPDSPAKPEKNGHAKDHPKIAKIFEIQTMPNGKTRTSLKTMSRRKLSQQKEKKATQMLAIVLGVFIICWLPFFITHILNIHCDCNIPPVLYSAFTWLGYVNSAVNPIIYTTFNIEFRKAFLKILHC
#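 Tetracycline-induced HEK293 TREx cells expressing D2 receptor forced-coupled to calcium signalling, loaded with no-wash calcium dye. Compounds added and calcium flux read 180 s, then dopamine added at EC80 and read a further 180 s.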
# RXFP1 antag – antagonists of human relaxin receptor RXFP1 | HEK293-RXFP1, relaxin-stimulated cAMP HTRF, 30 min; stronger effect = lower value | AID 1259400 | 350,000 compounds, 0.59% hits | Q9HBX9 | activity change, negative = inhibition, % at 57.5 µM;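 active = activity change of -60% or lower, but not beyond a set lower limit; inconclusive = change between -60% and -40%, or beyond the set limit; inactive = change above -40%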; also: % is scaled to controls: 0 for no effect and ±100 for the full control effect
# D2 PAM – positive allosteric modulators of human D2 dopamine receptor; P14416; HEK293 T-REx D2, calcium flux, EC20 dopamine potentiation; potentiation, % at 10 µM; 340,000 compounds, 0.34% hits; AID 485347;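 active = potentiation over 3 SD above the plate norm, cut at about 30% in these data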; also: 0% is about no effect
#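 Potentiation of an EC20 dopamine calcium response measured kinetically over 180 s, after a preceding 180 s compound-only read flagging agonists. Cells: inducible Hek293 Trex D2 line, 4000/well, cultured overnight at 30 C before dye loading.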
# D2 ag – agonists of human D2 dopamine receptor. AID 485358. P14416. activation, % at 2 µM. HEK293 T-REx D2 cells, calcium flux agonist mode. 340,000 compounds, 0.53% hits;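 active = activation over 3 SD above normal in the single-dose calcium agonist read, cut at about 30% in these data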; also: 0% is about no effect
#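 Tetracycline-induced HEK293 T-REx cells with force-coupled D2 receptor, plated overnight at 30 C, loaded with no-wash calcium dye. After a 10 s baseline, compound was pin-added and calcium flux read kinetically for 180 s; calcium rises flagged agonists.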
# The depositor's hits bear a star; ? = inconclusive; . = not tested or not shown; & = joins results of further samples.
SMILES	D1 antag	D2 ag	D2 antag	D1 potentiator	D2 PAM	RXFP1 antag	D1 agonist	RXFP1 agonist	TRHR enhancer
Cc1cc(C)c2nc(NC3=NCN(CCN4CCOCC4)CN3)nc(C)c2c1	-1	-0.6	3	-5	3	.	3	-1.0%	0
Cc1ccc(C(=O)COC(=O)c2n[nH]c(=O)c3ccccc23)cc1	-16	0.5	8	-5	4	3	-1	4.6%	-5
C=CCSc1nc2ccccc2c(=O)n1C1CCOC(C)(C)C1 (stereo not given)	20	-0.1	-13	-3	10	-32	4	-0.7%	-1
Cc1ccccc1Cn1cc(C)c(=O)[nH]c1=O	-11	1.1	-12	0	-3	4	3	-1.1%	1
CCOC(=O)c1c(NC(=O)Cc2ccccc2)sc2c1CCN(CC)C2	6	.	.	-9	.	3	19	0.6%	6
Cc1nc2c(=O)n(-c3ccc(F)c(Cl)c3)nc(C)c2s1	26	-1.3	-29	3	5	5	0	-1.5%	7
Cc1cccc(C)c1NS(=O)(=O)c1ccc2c(c1)C(=O)c1ccccc1C2=O	6	0.2	-2	-1	11	.	2	7.5%	0
CC(CCc1ccccc1)NC(=O)C1CCN(C(=O)c2sccc2-n2cccc2)CC1 (stereo not given)	-13	.	.	-5	.	-1	1	-0.3%	-1
COc1ccc(C)cc1NS(=O)(=O)c1ccc(Cl)nc1	-6	0.4	-12	-4	6	8	0	-2.1%	2
CC(C)(C)OC(=O)N[C@@H](Cc1ccccc1)C(=O)N1CCC(C(=O)N[C@@H](CCC(N)=O)C(=O)O)CC1	8	1.7	-8	2	-7	-1	3	-3.1%	15
Fc1ccc(CNC(=S)Nc2ccc(Cl)cc2)cc1	-20	3.8	-8	-5	2	-17	21	1.0%	1
Cc1ccc(NC(=O)COc2coc(CN3c4ccccc4CC3C)cc2=O)c(C)c1 (stereo not given)	-14	.	.	-11	.	-26	3	-0.3%	3
O=C(Nc1cccc(F)c1)C1CCCN1C(=O)OCc1ccccc1 (stereo not given)	-2	-0.8	-4	-1	12	-9	10	0.4%	16
COc1ccc(N(CC(=O)Nc2ccccc2SC)S(C)(=O)=O)cc1OC	-21	-1.9	3	-2	8	6	5	0.5%	-1
CC1=C(C)CC(C(=O)NCc2cccc(Cl)c2)C(C(=O)O)C1 (stereo not given)	6	-0.3	8	-6	-2	.	3	?	-2
CCOC(=O)c1nn(-c2ccc(F)cc2)c2c1CC/C2=C/c1ccccc1	9	0.7	8	4	3	-5	3	0.2%	-4
CCCCC1=CC2=C(c3ccco3)C(=O)C(C)(OC(=O)c3ccc(OC)cc3)C(=O)C2=CN1CC(C)C (stereo not given)	1	13	-22	1	3	.	10	16µM*	2
COc1cccc(CNCc2c(C(=O)O)n(Cc3ccc(C)cc3)c3cc(C)ccc23)c1OC	12	0.6	.	12	1	.	1	2.1%	4
COc1cccc(OC)c1Oc1ccc(C(F)(F)F)cn1	3	-0.5	66*	0	9	-1	1	1.1%	-2
CCn1cnc2c1c(=O)n(CC(=O)OC)c(=O)n2Cc1ccccc1	-4	-0.3	-2	-3	-2	2	1	3.2%	-13
CS(=O)(=O)c1ccc(C(=O)NC2CCCc3ccccc32)cc1 (stereo not given)	2	0.6	7	-3	6	-4	1	0.3%	-4
O=C(CSc1ccccc1)Nc1ccncc1	-5	0.3	7	7	0	2	9	3.8%	5
CC(CNC(=O)CCCn1ncn2c(cc3occc32)c1=O)c1ccccc1 (stereo not given)	5	.	.	-6	.	-33	2	0.6%	-7
Cc1ccc(Nc2nc3ccccc3c3nnc(C)n23)cc1Cl	-10	0.5	.	-2	1	-3	2	1.4%	-6
CCc1ccc2[nH]c(O)c(N=NC3=NC(=O)CS3)c2c1	11	-0.2	-14	-3	7	1	0	-0.8%	-1
Cc1ccc(N2CC(C(=O)Nc3ccc(S(=O)(=O)N4CCOCC4)cc3)CC2=O)cc1Cl (stereo not given)	1	0.7	5	3	-4	-9	0	0.5%	-1
Cc1cccc(-n2ncc3c(N)ncnc32)c1	-10	.	.	-8	.	14	2	0.5%	4
c1ccc(N2N=C(c3cccs3)CC2c2ccco2)cc1 (stereo not given)	-2	0.5	-12	1	6	19	4	15%	-2
O=C(NNc1c(F)c(F)cc(F)c1F)c1ccc(Cl)nc1	36	4.0	-14	-5	3	0	5	0.1%	-3
COc1ccc([C@H]2CC(=O)C=C(c3cc(F)ccc3OC)C2)cc1	-10	0.7	-12	2	5	.	3	-2.0%	-3
O=C(CS(=O)(=O)c1cn(CC(=O)N2CCOCC2)c2ccccc12)Nc1ccccc1F	1	-0.2	-29	-8	5	-26	4	-1.5%	1
O=C(NC(=O)N1CCCCC1)c1ccccc1	18	0.5	-31	-1	11	1	2	2.4%	5
COCCn1c(COc2ccc(C)cc2)nc2ccccc21	-23	0.3	-6	0	2	1	3	0.4%	3
Cc1ccc(C)c(NC(=S)NNC(=O)c2csc(C)c2C)c1	-13	-0.7	-2	-5	4	-5	8	2.4%	0
COc1ccc(NC(=O)C2CCCN2C(=O)NC2CCCCC2)c(OC)c1 (stereo not given)	-1	0.7	3	1	7	-7	1	1.1%	-3
O=C(NCCc1nnc2ccc(SCC(=O)N3CCOCC3)nn12)c1ccccc1	0	1.1	-15	-2	4	10	1	26%	5
CC1CCCCC12NC(=O)N(CC(=O)N(C)Cc1nc3ccccc3c(=O)[nH]1)C2=O (stereo not given)	11	2.1	3	0	-3	3	3	3.2%	2
CCCCn1cc(S(=O)(=O)c2ccc(OCC)cc2)c(=O)c2cc(OC)c(OC)cc21	4	-1.2	.	-1	4	-18	1	13%	3
CN(CC(=O)Nc1ccccc1C(F)(F)F)C(=O)Cn1c(=O)oc2ccccc21	0	-0.1	15	5	0	-9	3	-0.7%	12
CN(CCO)S(=O)(=O)c1ccc2c(c1)C(=NO)c1cc(S(=O)(=O)N(C)CCO)ccc1-2	-13	0.2	-8	2	1	-8	2	0.0%	0
O=C(COc1ccc(/C=N/NC(=O)C(=O)N2CCCCCC2)cc1)Nc1ccccc1Cl	12	-1.4	3	-4	-8	.	1	0.0%	0
O=c1ccc2cc(S(=O)(=O)NCc3ccc(Cl)cc3)ccc2[nH]1	7	0.7	.	0	7	6	0	-2.7%	1
COc1ccc(-c2nc3sc(CCNC(=O)C(=O)Nc4cc(F)ccc4F)c(C)n3n2)cc1	.	0.3	.	-1	-8	3	0	21%	-6
OCc1ccc2c(c1)c(-c1ccc3c(c1)OCCO3)c(-c1ccccc1)n2-c1ccccc1	.	-0.6	1	-5	5	.	0	2.7%	-9
COC(=O)c1c(C)oc(C)c1S(=O)(=O)NCc1ccco1	3	0.0	1	5	-3	-5	2	-1.2%	7
Cc1ccc(CNc2ccc(CNc3ncn[nH]3)cc2)cc1	-23	1.1	7	-2	-3	-1	3	-1.4%	-9
COc1ccc(S(=O)(=O)N2CCCC(C(=O)NCc3ccc4c(c3)OCO4)C2)cc1 (stereo not given)	-16	-0.4	5	8	8	-5	2	0.0%	2
COc1ccc(N2CCN(C(=O)CSc3nnc(COc4cccc5cccnc45)o3)CC2)cc1	4	-0.1	-6	-6	-1	3	1	-0.7%	-1
CCN1C(=O)c2ccc(C(=O)NCc3ccc4c(c3)OCO4)cc2C1=O	1	0.5	3	-1	2	0	-3	-2.1%	4
COc1ccc(S(=O)(=O)N(C)c2ccc(C(=O)N3CCOCC3)cc2)cc1	6	2.0	-10	-5	.	2	7	-0.2%	3

# The results go on:
SMILES	D1 antag	D2 ag	D2 antag	D1 potentiator	D2 PAM	RXFP1 antag	D1 agonist	RXFP1 agonist	TRHR enhancer
COc1cc(OC)cc(C(=O)Nc2ccccc2-c2nnn(CC(N)=O)n2)c1	2	3.8	-11	3	3	-13	1	-0.5%	1
O=C(CN(C(=O)C1CSC(=O)C1)c1ccccc1F)NCc1ccc2c(c1)OCO2 (stereo not given)	-10	0.9	-10	1	-5	2	0	2.7%	-4
Cc1ccc(C)c(N2CCN(C(=O)Nc3ccc4c(c3)N(C)C(=O)CS4)CC2)c1	-1	-0.7	3	-7	3	-15	4	4.5%	-2
Nc1ncnc2nc(SCCN3CCCCC3)[nH]c12	0	1.1	1	-2	.	7	8	5.2%	4
O=C(Cc1ccccc1F)NC1CCCc2ccccc21 (stereo not given)	-2	-0.3	15	-4	-12	-22	0	-0.1%	-15
COc1cccc(NC(=O)Cn2nnc(C(=O)NCCc3ccccc3)c2N)c1	7&8	-0.4&-1.5	-9	-9&-2	13&0	11&1	1&6	0.0%&2.9%	3&-11
CN1CCN(CC(=O)Nc2sc3c(c2C#N)CCC(C(C)(C)C)C3)CC1 (stereo not given)	9	0.2	4	-6	0	.	5	1.5%	-3
Cc1ccc(C(=O)OCc2nc(N)nc(Nc3ccccc3C)n2)cc1	5	0.5	3	-1	8	-8	0	0.6%	1
CCn1c(=O)c2cc(S(=O)(=O)NCCOc3ccccc3)ccc2n(CC)c1=O	-12	1.9	-3	4	14	9	0	-0.2%	2
Cn1nc(C(=O)OCC(=O)c2ccc(Br)cc2)c2ccccc2c1=O	0	-0.8	-10	.	2	-11	12	3.5%	6
CCOC(=O)c1ccc2c(c1)n(CC)c(C)[n+]2CC	10	-0.3	-7	4	11	-10	8	0.7%	3
CCn1c(SCC(=O)N2CCN(c3ccccc3)CC2)nc2c(c1=O)SC(C)C2 (stereo not given)	-2	-0.2	-3	-1	4	3	7	0.8%	4
N#CCN1C(=O)C(=O)N(Cc2cccc(C(F)(F)F)c2)C1=O	30	0.2	-16	-6	-6	-3	3	1.9%	6

# Grouped by structure, those above with a furan ring, fused or not (four)
SMILES	D1 antag	D2 ag	D2 antag	D1 potentiator	D2 PAM	RXFP1 antag	D1 agonist	RXFP1 agonist	TRHR enhancer
CCCCC1=CC2=C(c3ccco3)C(=O)C(C)(OC(=O)c3ccc(OC)cc3)C(=O)C2=CN1CC(C)C (stereo not given)	1	13	-22	1	3	.	10	16µM*	2
CC(CNC(=O)CCCn1ncn2c(cc3occc32)c1=O)c1ccccc1 (stereo not given)	5	.	.	-6	.	-33	2	0.6%	-7
c1ccc(N2N=C(c3cccs3)CC2c2ccco2)cc1 (stereo not given)	-2	0.5	-12	1	6	19	4	15%	-2
COC(=O)c1c(C)oc(C)c1S(=O)(=O)NCc1ccco1	3	0.0	1	5	-3	-5	2	-1.2%	7

# Bioassay records (PubChem BioAssay)

# This is a subset, so the mix of outcomes need not match the whole.
